WRN inhibitor: qHTS for Inhibitors of WRN Helicase; Bifunctional 3'-5' exonuclease/ATP-dependent helicase WRN (Homo sapiens), Q14191; WRN helicase unwinding, fluorescent forked duplex, kinetic; Potency, µM (titrated, usually from 114 µM), without a hit: at the top dose activity change, negative = inhibition, actives largely listed as inhibitors; 360,000 compounds, 0.46% hits; AID 651768, 2012; note: potency is the fitted concentration of half-maximal effect; % is set by controls: 0 for no effect and ±100 for the full control effect; nearly all actives have a fitted effect of over 55% in size
Target sequence (Q14191 whole entry, looked up): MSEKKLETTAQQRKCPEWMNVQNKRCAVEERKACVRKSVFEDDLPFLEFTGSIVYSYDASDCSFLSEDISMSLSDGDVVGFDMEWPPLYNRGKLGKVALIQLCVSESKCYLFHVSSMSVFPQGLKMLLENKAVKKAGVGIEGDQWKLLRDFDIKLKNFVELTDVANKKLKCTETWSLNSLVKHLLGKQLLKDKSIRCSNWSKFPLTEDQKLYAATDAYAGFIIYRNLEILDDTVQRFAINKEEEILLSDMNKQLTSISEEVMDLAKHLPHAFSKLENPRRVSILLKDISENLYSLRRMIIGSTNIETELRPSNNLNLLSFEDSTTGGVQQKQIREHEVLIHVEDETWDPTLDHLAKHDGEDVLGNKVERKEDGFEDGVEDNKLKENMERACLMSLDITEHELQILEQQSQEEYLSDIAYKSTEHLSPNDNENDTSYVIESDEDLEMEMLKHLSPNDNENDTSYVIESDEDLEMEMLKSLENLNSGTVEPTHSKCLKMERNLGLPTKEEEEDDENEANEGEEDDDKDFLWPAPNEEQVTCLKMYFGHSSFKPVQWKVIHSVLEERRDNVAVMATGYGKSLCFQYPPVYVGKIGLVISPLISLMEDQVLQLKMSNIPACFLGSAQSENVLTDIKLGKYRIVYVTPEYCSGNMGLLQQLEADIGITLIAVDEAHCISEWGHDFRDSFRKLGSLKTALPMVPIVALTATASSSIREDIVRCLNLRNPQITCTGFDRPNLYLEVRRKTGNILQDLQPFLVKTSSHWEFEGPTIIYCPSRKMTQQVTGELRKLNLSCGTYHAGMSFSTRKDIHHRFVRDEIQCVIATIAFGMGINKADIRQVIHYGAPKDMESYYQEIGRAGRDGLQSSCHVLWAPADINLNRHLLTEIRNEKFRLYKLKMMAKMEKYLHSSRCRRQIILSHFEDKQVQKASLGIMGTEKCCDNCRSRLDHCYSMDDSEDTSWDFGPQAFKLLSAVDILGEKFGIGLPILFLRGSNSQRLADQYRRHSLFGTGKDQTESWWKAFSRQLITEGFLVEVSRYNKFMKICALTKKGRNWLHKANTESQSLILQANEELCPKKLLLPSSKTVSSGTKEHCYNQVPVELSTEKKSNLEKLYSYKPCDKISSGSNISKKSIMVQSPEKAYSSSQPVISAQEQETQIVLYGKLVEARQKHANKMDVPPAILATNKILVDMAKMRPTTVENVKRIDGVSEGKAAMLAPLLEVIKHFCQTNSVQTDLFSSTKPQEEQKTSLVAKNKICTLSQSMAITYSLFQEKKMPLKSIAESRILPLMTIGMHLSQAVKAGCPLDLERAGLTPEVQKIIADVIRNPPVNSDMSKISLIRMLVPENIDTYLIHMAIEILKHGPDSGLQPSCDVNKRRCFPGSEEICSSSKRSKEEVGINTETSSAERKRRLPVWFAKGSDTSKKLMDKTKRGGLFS
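WRN at 20 nM final preincubated with compound 15 min at room temperature; reaction started with 100 nM fluorophore/quencher forked duplex oligonucleotide and 2 mM ATP final. Unwinding followed kinetically by red fluorescence (ex 525, em 598 nm).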
PI5P4Ka inh: qHTS for Inhibitors of phosphatidylinositol 5-phosphate 4-kinase (PI5P4K); Phosphatidylinositol 5-phosphate 4-kinase type-2 alpha (Homo sapiens), P48426; PI5P4Kalpha enzyme, ADP-Glo luminescence, 60 min; stronger effect = lower value; max response, %; 330,000 compounds, 1.2% hits; AID 652105, 2013; active = max response of -50% or lower; inconclusive = between -30% and -50%; inactive = -30% or higher; note: value at the top dose of about 77 µM; % is set by controls: 0 for no effect and ±100 for the full control effect
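Reactions run in 0.038 M HEPES pH 7.4, 0.28 mM EGTA, 0.1% CHAPS and 5% DMSO, with PI5P4Kalpha, substrate, compound and 5 microM ATP final, one hour at room temperature. Readout is ADP-Glo luminescence.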
aSyn yeast inh: qHTS of alpha-syn Inhibitors | Potency, µM (titrated, usually from 46.1 µM), inactives show top-dose growth rescue (activation), most hits filed as activators | Yeast expressing alpha-synuclein, growth rescue, BacTiter-Glo, 24 h | 370,000 compounds, 0.14% hits; note: potency is the fitted concentration of half-maximal effect; % of control where 0% means no effect; nearly all actives have a fitted effect of over 65% in size
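Galactose-induced alpha-syn yeast (OD600=0.02, raffinose-pregrown) + pinned cpd, 24 hr, 30 deg C; growth by BacTiter-Glo luminescence. Growth restoration scores as activation.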
FUS suppressor: qHTS for Suppressors of FUS Proteinopathy: Primary screen using FUS-linked yeast assay; S. cerevisiae FUS-expressing, growth rescue, OD600, 24 h; Potency, µM (series often up to 76.6 µM), for inactives: at the highest dose growth rescue (activation), most hits filed as activators; 390,000 compounds, 0.24% hits;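 note: potency is the fitted concentration of half-maximal effect; plate controls were DMSO vehicle for no effect and reference control for full effect; nearly all actives have a fitted effect of over 55% in size; some results filed as inactive show a strong effect at the top dose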
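Galactose (2%) drives FUS expression in yeast precultured in raffinose; seeding density OD 0.005. Test compounds incubated 24hr at 30C and 99% humidity before absorbance at 600 nm was measured.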
IL-2 act: qHTS of IL-2 Activators. IL-2 activation reporter assay, cell-based qHTS; stimulated with anti-CD3/CD4/CD28 beads; in transgenic mouse T cells. activation, % (series mostly up to about 46 µM). 360,000 compounds, 0.065% hits. AID 652025, 2013; in the data active = activation above about 50%; inconclusive = mostly about 30% to 49%; note: 0% is about no effect
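First, unstimulated transgenic mouse T cells were exposed to compound for 60 min. Next, anti-CD3/anti-CD4-coated beads with anti-CD28 were added. Finally, after 18 h at 37 degrees C, EGFP and DsRed were imaged.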
PLK1 PBD block: qHTS for Inhibitors of PLK1-PDB (polo-like kinase 1 - polo-box domain): Primary Screen. Plk1 PBD binding of FITC phosphopeptide, fluorescence polarization. 360,000 compounds, 2.8% hits. Potency, µM, for the others: max response, negative = inhibition, usual class: inhibitors; note: potency is the fitted concentration of half-maximal effect; series mostly up to about 57 µM; % is set by controls: 0 for no effect and ±100 for the full control effect; nearly all actives have a fitted effect of over 65% in size
EPAC1 antag: qHTS for Antagonist of cAMP-regulated guanine nucleotide exchange factor 3 (EPAC1): primary screen; Rap guanine nucleotide exchange factor 3 (Homo sapiens), O95398; EPAC1 GEF assay, Rap1b-BODIPY-GDP exchange fluorescence; Potency, µM (series often up to 115 µM), for the others: top-dose activity change, negative = inhibition, hits mostly inhibitors; 360,000 compounds, 0.14% hits; AID 720709, 2013;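 note: potency is the fitted concentration of half-maximal effect; plate controls were vehicle for no effect and positive control for full effect; nearly all actives have a fitted effect of over 50% in size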
EPAC1 ag: qHTS for Agonist of cAMP-regulated guanine nucleotide exchange factor 3 (EPAC1): primary screen; Rap guanine nucleotide exchange factor 3 (Homo sapiens), O95398; EPAC1 agonist qHTS, biochemical assay; response scale: 100% = response to 6.5 mM cAMP; Potency, µM (highest dose often 154 µM), for inactives: at the top dose activation, usual class: activators; 360,000 compounds, 0.073% hits; AID 720707, 2013; note: potency is the fitted concentration of half-maximal effect; nearly all actives have a fitted effect of over 60% in size
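Read-out is the fluorescence drop as BODIPY-GDP leaves Rap1B (480 nm excitation, 540 nm emission), recorded every 5 minutes over 30 minutes. Reactions held 100 nM EPAC1, 250 nM Rap1B–BODIPY-GDP and 50 uM GDP, with 6.5 mM cAMP setting full activation.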
Abeta yeast res: qHTS for compounds that reverse cellular toxicity of Amyloid beta (A-beta) peptide in yeast: Primary Screen; yeast expressing A-beta42, growth rescue, OD600, 48 h; response scale: 0% DMSO, 100% iron-clioquinol control; AID 1347071, 2019; Potency, µM (top dose mostly 46.1 µM), without a hit: at the highest dose growth rescue, usual class: activators; 410,000 compounds, 0.063% hits; note: potency is the fitted concentration of half-maximal effect; nearly all actives have a fitted effect of over 55% in size
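Yeast A-beta toxicity model in growth medium with pinned compounds, 48 h at 30 C; growth read as absorbance at 600 nm. Normalized to FeCl3/clioquinol equimolar mix (positive) and DMSO (negative).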
* marks the source's active call; other numbers are inactive results; ? = inconclusive; · = not tested or not shown; & = joins results of further samples; [ ] = remark or other dose. Unless noted, calls come from the whole dose curve; as a rule, active = well fitted curve in the direction sought with a large enough effect; inconclusive = small, poorly fitted or top-dose-only effect, or another doubt; inactive = no such curve, though single readings can be large; an effect the other way counts as inactive or inconclusive.

Value order: WRN inhibitor	PI5P4Ka inh	aSyn yeast inh	FUS suppressor	IL-2 act	PLK1 PBD block	EPAC1 antag	EPAC1 ag	Abeta yeast res
1) CCc1cccc(C)c1NC(=O)CN1C(=O)NC(CCc2ccccc2)C1=O (stereo unspecified)
 : -4%	9	-7%	7%	-0.7	-1%	-4%	9%	4%
2) COc1ccc(CC(=O)N2CCOCC2)cc1OC
 : 9%	-5	1%	-19%	-0.7	-2%	8%	-9%	14%
3) Cc1[nH][nH]c(=O)c1C=NCc1cccnc1
 : 4%	1	-3%	-29%	-3.6	-5%	-6%	9%	-3%
4) Cc1cnc(C(=O)OCC(=O)c2ccc(C3CCCCC3)cc2)cn1
 : -4%	-1	4%	17%	-0.9	-1%	-4%	-20%	4%
5) CCOc1ccccc1NC(=O)CSc1nc2ccccc2nc1N1CCOCC1
 : -11%	11	0%	?	-2.1	-6%	-7%	12%	1%&5%
6) CCc1nnc(NC(=O)CCC(=O)NCCc2ccccc2)s1
 : 3%	1	-8%	25%	-1.8	?	0%	-1%	5%
7) COc1cc(O)c(C(CCN2CCOCC2)c2cc(OC)c(OC)c(OC)c2)c(OC)c1 (stereo unspecified)
 : 2%	11	1%	-1%	-0.2	-7%	-1%	15%	1%
8) COc1cccc(NC(=O)c2ccccc2)c1
 : -8%	6	-3%	-8%	-0.7	1%	-4%	5%	-1%
9) CCOc1ccc(S(=O)(=O)N2CCCC(C(=O)NCc3cccnc3)C2)cc1Cl (stereo unspecified)
 : 0%	-1	6%	-1%	-2.1	-3%	?	3%	21%
10) COc1cc(CNC2CCCCCCC2)c(Br)cc1OCCO
 : -1%	-1	-1%	-14%	0.1	-7%	1%	9%	-8%
11) O=C(Nc1ccon1)c1ccc2c(c1)OCO2
 : -6%	·	2%	-13%	0.9	1%	3%	3%	-9%
12) CC(C)c1nc(N2CCOCC2)c(C#N)c2c1CCC2
 : -3%[57.1 µM]	0	3%	0%	-1.1	-7%	-4%	-3%	-5%
13) Cc1[nH]n(-c2ncc(-c3ccccc3)s2)c(=O)c1C(c1ccc(Cl)cc1)C(C#N)C#N (stereo unspecified)
 : ?	?	?	·	0.1	3.8µM*	50µM*	-9%	18%
14) CCN(CC(=O)NC(C)C)Cc1nc2sc3c(c2c(=O)[nH]1)CCC3
 : -8%	0	2%	·	-2.5	0%	-4%	-8%	10%
15) NC(=O)c1ccc(NC(=O)COC(=O)CC2Sc3ccccc3NC2=O)cc1 (stereo unspecified)
 : -14%	-19	-2%	-2%	0.4	-8%	-5%	12%	-11%
16) Cc1ccc(C(C(=O)NC(C)(C)C)N(C(=O)c2csnn2)c2cccc(F)c2)o1 (stereo unspecified)
 : 7%	3	1%	0%	-1.2	2%	15%	0%	14%
17) Cc1ccc2nc(SCC(=O)N3CCN(c4ccccc4)CC3)nc(=O)n2c1
 : -2%	2	0%	21%	-1.4	-1%	4%	1%	-10%
18) CCC(=O)N1CCc2cc(S(=O)(=O)NCCC(=O)N3CCN(c4ccccc4)CC3)ccc21
 : -2%	5	-11%	11%	-2.9	7%	-18%	-12%	0%
19) CCN(CC)S(=O)(=O)c1ccc(N2CCCC2)c(NS(=O)(=O)c2cccs2)c1
 : -5%	0	-3%	?	-2.2	-10%	-12%	-3%	5%
20) Cc1ccc(Cn2nnnc2CN2CCC(c3nc4ccc(Cl)cc4[nH]3)CC2)cc1
 : 2%	4	1%	·	-0.4	-4%	?	10%	8%
21) O=C1Nc2ccccc2/C1=C/c1ccnc2ccccc12
 : 1%[57.1 µM]	-3	?	-9%	1.9	-14%	11%	5%	-7%
22) COc1ccc(-c2cc3c(=O)n(CC(=O)NCCCc4ccccc4)ncn3n2)cc1
 : 1%	4	0%	-17%	-1.0	-11%	7%	6%	-7%
23) CC(=O)Nc1ccc(NC(=O)/C=C/c2cccc(C(F)(F)F)c2)cc1
 : -2%	-11	-3%	24%	-2.1	-10%	?	1%	-14%
24) CSCCC(NS(=O)(=O)c1ccc(Cl)cc1)C(=O)OCC(=O)N(C(C)C)C(C)C (stereo unspecified)
 : 3%	4	3%	31%	-1.9	-4%	-11%	-8%	?
25) O=[N+]([O-])c1ccc(NS(=O)(=O)c2ccc(Cl)c(Cl)c2)cc1
 : -1%[57.1 µM]	11	-59%[inhibitor]	-25%	-0.7	-10%	14%	-6%	-78%[inhibitor]
26) CCc1ccc(-c2csc(NC(=O)c3cccnc3)n2)cc1
 : -18%	-8	-4%	·	-2.4	-9%	-7%	4%	2%
27) CCOC(=O)[C@H]1[C@H]2COc3ccccc3[C@@H]2N2C(=O)[C@@H](CO)NC(=O)[C@@]12C
 : 2%	-3	-3%	-1%	-1.3	-11%	-14%	5%	1%
28) CCOc1ccc(S(=O)(=O)N(C)CCO)cc1-c1nc2c(C(C)(C)C)nn(C)c2c(=O)[nH]1
 : 9%	1	-2%	·	0.4	-7%	0%	3%	-3%
29) Cc1ccccc1Cn1ccc(NC(=O)c2nn(C)cc2[N+](=O)[O-])n1
 : 0%	2	6%	24%	-0.8	-5%	-15%	-1%	10%
30) CN(c1cccc(NC(=O)c2ccccc2N(Cc2ccccc2)S(C)(=O)=O)c1)S(C)(=O)=O
 : 4%	1	3%	11%	0.6	-5%	-13%	-12%	-1%
31) CC1=CC2=C(C=O)C(=O)C(C)(O)C(O)C2=CO1 (stereo unspecified)
 : -4%	1	12%	-14%	0.4	-16%	?	-64%[inhibitor]	8%
32) O=C1c2cccc([N+](=O)[O-])c2C(=O)N1c1ccccc1
 : -30%[57.1 µM]	0	0%	5%	-0.1	-4%	-5%	-6%	-16%
33) CCOC(=O)N1CCN(Cc2nc3cc(NC(=O)c4ccco4)ccc3n2C)CC1
 : -2%	7	-6%	-9%	0.0	-1%	-8%	10%	-8%
34) CSc1ccccc1OCc1cc(C(=O)NCc2csc(C(C)C)n2)no1
 : -11%	-5	-2%	2%	-2.7	-10%	?	8%	23%
35) OCCN1CCN(c2ncnc3scc(-c4ccc(F)cc4)c23)CC1
 : 1%	5	-6%	0%	0.4	-9%	17%	10%	0%
36) Nc1c(-c2ccccc2)cnc2cc(-c3ccccc3)nn12
 : 8%	-5	-24%	0%	1.6	-1%	-1%	0%	-15%
37) C=CCN1C(=O)c2oc3ccccc3c(=O)c2C1c1ccc(O)c(OC)c1 (stereo unspecified)
 : 3%	1	-3%	-10%	-0.6	-14%	11%	-3%	-5%
38) O=S1(=O)NC2c3ccccc3CC2O1 (stereo unspecified)
 : 12%	-23	12%	24%	0.5	-17%	-3%	-15%	-21%
39) CCn1c(CSc2nc3ccccc3s2)n[nH]c1=S
 : 2%	·	4%	19%	0.1	-14%	-7%	3%	27%
40) CCOC(=O)N1CCN(S(=O)(=O)N2CCCC(C(=O)NCc3cc(OC)ccc3OC)C2)CC1 (stereo unspecified)
 : 4%	-1	-3%	4%&-7%	0.5	-17%	8%	13%	-4%&3%
41) Cc1ccc(OCC(=O)NCCC2=CCCCC2)cc1
 : -4%	12	3%	·	0.0	4%	-6%	-2%	14%
42) O=C(O)CN1C(=O)C(=O)N(Cc2ccccc2F)C1=O
 : 3%	5	-1%	-20%	-0.4	-2%	5%	3%	3%
43) COc1ccc(-n2nc(C(=O)NCC(=O)Nc3ccc(F)cc3)c3ccccc3c2=O)cc1
 : 4%	4	1%	3%	0.1	0%	12%	1%	-3%
44) N/C(=N\OC(=O)c1cc([N+](=O)[O-])ccc1Cl)c1ccccn1
 : -5%	-7	-3%	17%	-3.3	-12%	-16%	4%	-36%[inhibitor]
45) CCOC(=O)N1CCC(NC(=O)c2cc(C(=O)NCc3ccc(F)cc3)ccc2CO)CC1
 : -4%	-3	6%	0%	-0.3	?	-3%	7%	10%
46) COc1ccccc1NS(=O)(=O)c1ccccc1C#N
 : -12%	·	0%	-12%	-0.1	-3%	0%	2%	14%
47) CC1(C(=O)NS(=O)(=O)c2cccs2)CCN1C(=O)c1ccco1 (stereo unspecified)
 : -3%	-5	2%	-17%	-0.3	-14%	-8%	-7%	-4%
48) Cc1[nH]nc2c1C(c1ccc(-c3ccc(Cl)cc3)o1)C(C#N)=C(N)O2 (stereo unspecified)
 : ?	-29	2%	7%	-0.7	?	9%	-2%	?
49) CC(C)(C)c1cc(NC(=O)COC(=O)c2ccc3c(=O)n4c(nc3c2)CCC4)n(-c2ccccc2)n1
 : 1%	0	11%	4%	-1.3	2%	20%	-4%	11%
50) CCC(C(=O)Nc1cc(Cl)c(OC)cc1OC)c1ccccc1 (stereo unspecified)
 : -7%	2	2%	6%	-2.1	-13%	-20%	5%	25%
51) [N-]=[N+]=NC1C[C@H](n2ccc(=O)[nH]c2=O)O[C@@H]1CO (stereo partly specified)
 : -10%	3	0%	7%	-0.6	2%	-2%	4%	-13%
52) CCCc1cc(=O)[nH]c(=S)[nH]1
 : 0%	-11	-2%	-33%	-0.2	-25%	8%	-6%	-25%
53) CCC1CCCCN1CCCNC(=O)C1CC(=O)N(CCc2ccccc2)C1 (stereo unspecified)
 : -3%	-2	3%	-12%	-5.1	-19%	-29%	18%	2%
54) O=C(Cc1ccc(S(=O)(=O)N2CCCC2)s1)N1CCOCC1
 : -8%[57.1 µM]	4	-9%	33%	-0.9	-9%	6%	2%	-8%

Screens (PubChem)
